# Source: PubChem BioAssay
# p53 reactivation = qHTS assay for re-activators of p53 using a Luc reporter. Potency, µM (series often up to 92.2 µM), for the others: at the highest dose activity change, positive = activation, actives largely listed as activators. AID 504706, 2011. H1299 p53-A138V BP100-luciferase reporter, luminescence, 24 h. 0.063% of 320,000 active; further: potency means the concentration at half of the fitted maximal effect; % of control where 0% means no effect; nearly all actives have a fitted effect of over 45% in size
#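 p53-null H1299 cells stably carrying temperature-sensitive p53-A138V and a BP100-luciferase reporter were pinned with compounds (4-point, 1:5 series) and held 24 hrs at 37 deg C. Luminescence was read 10 min after detection reagent.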
# Tb PFK inh = qHTS Assay to Find Inhibitors of T. brucei phosphofructokinase | ATP-dependent 6-phosphofructokinase (Trypanosoma brucei brucei), O15648 | T. brucei PFK, ADP-Glo luminescence | Potency, µM (highest dose often 57.5 µM), without a hit: at the highest dose activity, negative = inhibition, usual class: inhibitors | 0.17% of 330,000 active | AID 485367, 2010;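 further: potency means the concentration at half of the fitted maximal effect; 0% = uninhibited 1x PFK enzyme wells and -100% = no-enzyme wells; nearly all actives have a fitted effect of over 60% in size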
# Target sequence (O15648 whole entry, looked up): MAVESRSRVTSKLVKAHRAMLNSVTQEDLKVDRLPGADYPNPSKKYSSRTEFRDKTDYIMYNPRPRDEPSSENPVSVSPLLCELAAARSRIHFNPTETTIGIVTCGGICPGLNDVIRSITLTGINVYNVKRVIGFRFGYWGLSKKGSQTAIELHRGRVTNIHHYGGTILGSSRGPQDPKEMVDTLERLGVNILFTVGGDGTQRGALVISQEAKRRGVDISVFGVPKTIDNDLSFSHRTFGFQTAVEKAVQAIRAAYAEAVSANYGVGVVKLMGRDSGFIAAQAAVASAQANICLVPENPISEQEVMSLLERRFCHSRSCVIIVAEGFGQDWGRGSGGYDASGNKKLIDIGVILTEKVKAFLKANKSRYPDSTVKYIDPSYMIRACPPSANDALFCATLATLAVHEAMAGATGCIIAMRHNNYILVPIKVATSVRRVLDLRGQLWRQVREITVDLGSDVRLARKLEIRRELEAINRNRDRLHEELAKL
#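 Activity is normalized to no-enzyme wells (full inhibition) and 1.25 nM enzyme wells (no inhibition). Reaction: 0.5 mM F6P, 0.1 mM ATP, 45 min RT, ADP-Glo luminescence; concentration-response curves fitted and classed by quality.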
# NPC1 prom act = qHTS Assay for NPC1 Promoter Activators; AID 485313, 2010; Potency, µM (series often up to 9.22 µM), for the others: at the top dose activation, actives largely listed as activators; Huh7 NPC1 promoter luciferase reporter, 24 h; 2.4% of 320,000 active;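 further: potency means the concentration at half of the fitted maximal effect; % of control where 0% means no effect; nearly all actives have a fitted effect of over 60% in size; reporter is driven by a mutant NPC1 promoter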
#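 Luminescence from an NPC1 promoter-driven luciferase reporter in stably transfected Huh7 cells was measured after 24 h compound treatment at 37 °C, followed by 10 min ambient incubation with luciferase detection reagent.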
# FLuc modulator = qHTS profiling assay for firefly luciferase inhibitor/activator using purifed enzyme and Km concentrations of substrates (counterscreen for miR-21 project); Luciferin 4-monooxygenase (Photinus pyralis), P08659; Potency, µM (titrated, usually from 57.5 µM), inactives show top-dose activity change, negative = inhibition, actives largely listed as inhibitors; purified FLuc, Km substrates, luminescence inhibition; 6.9% of 360,000 active;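 further: potency means the concentration at half of the fitted maximal effect; plate controls were vehicle for no effect and reference inhibitor for full effect; nearly all actives have a fitted effect of over 55% in size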
# Target sequence (P08659 whole entry, looked up): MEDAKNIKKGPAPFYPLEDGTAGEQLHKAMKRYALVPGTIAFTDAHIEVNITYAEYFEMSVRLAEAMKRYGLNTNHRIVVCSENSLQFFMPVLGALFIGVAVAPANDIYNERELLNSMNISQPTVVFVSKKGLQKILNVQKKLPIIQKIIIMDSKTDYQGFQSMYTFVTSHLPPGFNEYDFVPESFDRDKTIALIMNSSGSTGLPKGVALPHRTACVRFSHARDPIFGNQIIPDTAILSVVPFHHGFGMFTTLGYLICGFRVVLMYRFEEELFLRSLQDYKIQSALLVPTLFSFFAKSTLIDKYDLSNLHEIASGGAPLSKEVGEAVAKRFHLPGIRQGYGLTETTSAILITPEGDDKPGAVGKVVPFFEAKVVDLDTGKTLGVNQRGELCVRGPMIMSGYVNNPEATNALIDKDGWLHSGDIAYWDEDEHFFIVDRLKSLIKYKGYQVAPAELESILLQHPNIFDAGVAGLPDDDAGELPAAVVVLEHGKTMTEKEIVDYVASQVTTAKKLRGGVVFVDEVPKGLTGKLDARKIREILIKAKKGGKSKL
#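 Purified P. pyralis luciferase, 10 nM final, with Km-level 10 uM D-luciferin and 10 uM ATP in 50 mM Tris acetate pH 7.5, 10 mM Mg acetate, 0.01% Tween-20, 0.05% BSA; 6-point qHTS titration about 60 µM downward; luminescence read.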
# ELG1 repair inh = qHTS screen for small molecules that inhibit ELG1-dependent DNA repair in human embryonic kidney (HEK293T) cells expressing luciferase-tagged ELG1 | HEK293T ELG1-luciferase reporter, luminescence, 16 h; DNA damage induced by 5-fluorouridine | Potency, µM (series often up to 46.1 µM), inactives show at the top dose activity change, negative = inhibition, usual class: inhibitors | 2.3% of 330,000 active; further: potency means the concentration at half of the fitted maximal effect; on the % scale 0 is the no-effect control and ±100 the full control effect; nearly all actives have a fitted effect of over 55% in size
#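 Overnight (16 hr) co-exposure of 2,000 cells/well to 5-fluorouridine and compound at 37 °C preceded detection. Luciferase was quantified via ONE-Glo luminescence; loss of signal denotes inhibition.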
# TRPV1 ag = HTS Assay for Compounds that Act as Agonists of the Vanilloid Receptor 1. 0.19% of 320,000 active. activation, % at 8.33 µM. Transient receptor potential cation channel subfamily V member 1 (Homo sapiens), Q8NER1. TRPV1-expressing cells, Fluo-8 calcium influx, agonist mode; in the data active means activation above about 80%; inconclusive means between about 30% and that limit; further: 0% is about no effect
#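 Fluo-8 calcium influx in TRPV1-expressing cells, kinetic read (ex 480/em 520 nm). Compound added and read 3 min for agonist activity, followed by capsaicin at EC20 final and 2 min further read for enhancement.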
# ELG1 genotox = qHTS screen for small molecules that induce genotoxicity in human embryonic kidney (HEK293T) cells expressing luciferase-tagged ELG1 | AID 504466, 2011 | Potency, µM (highest dose often 46 µM), without a hit: at the highest dose activity change, positive = activation, actives largely listed as activators | 1.3% of 330,000 active | HEK293T ELG1-luciferase reporter, luminescence, 16 h; further: potency means the concentration at half of the fitted maximal effect; % of control where 0% means no effect; nearly all actives have a fitted effect of over 60% in size
#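 DMSO vehicle served as control against compound-treated ELG1-luciferase HEK293T cells; exposure lasted 16 hr at 37 °C and 5% CO2, followed by ONE-Glo luminescence detection after 30 min.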
# Gal4-VP16 FLuc = VP16 counterscreen qHTS for inhibitors of ROR gamma transcriptional activity | Drosophila S2 Gal4-VP16 UAS-luciferase, luminescence, 20 h | Potency, µM (titrated, usually from 53.6 µM), for the others: top-dose activity, negative = inhibition, hits mostly inhibitors | 3.5% of 310,000 active;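 further: Gal4-VP16 expression switched on by copper sulfate through the metallothionein promoter; potency means the concentration at half of the fitted maximal effect; on the % scale 0 is the no-effect control and ±100 the full control effect; nearly all actives have a fitted effect of over 50% in size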
# RORgamma inh = qHTS for inhibitors of ROR gamma transcriptional activity; AID 2551, 2010; Nuclear receptor ROR-gamma (Mus musculus), P51450; Drosophila S2 Gal4-RORgamma UAS-luciferase reporter, 20 h; Potency, µM (highest dose often 53.6 µM), without a hit: top-dose activity change, negative = inhibition, hits mostly inhibitors; 5.4% of 310,000 active; further: potency means the concentration at half of the fitted maximal effect; on the % scale 0 is the no-effect control and ±100 the full control effect; nearly all actives have a fitted effect of over 60% in size
#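 Using a luciferase readout, inhibitors were identified by reduced reporter activity in Drosophila cells coexpressing a copper-inducible Gal4–ROR gamma fusion and UAS-driven Photinus luciferase, incubated 20 hr after 700 uM copper sulfate.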
# Rab9 prom act = qHTS Assay for Rab9 Promoter Activators | Huh7 Rab9 promoter-luciferase reporter, luminescence, 24 h | Potency, µM (titrated, usually from 9.22 µM), for inactives: at the highest dose activation, negative = inhibition, actives largely listed as activators | 2.8% of 320,000 active; further: potency means the concentration at half of the fitted maximal effect; % of control where 0% means no effect; nearly all actives have a fitted effect of over 60% in size
#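 Quantitative HTS format; Huh7 Rab9-luciferase reporter cells (1500/well) receive compound 2 h post-plating, incubate 24 h at 37 °C, then get luciferase reagent for 10 min before luminescence reading.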
# BRCA1 expr act = qHTS Assay to Identify Small Molecule Activators of BRCA1 Expression; MCF7-BRCA1-FFLuc reporter, luminescence, 48 h; response scale: scaled: vehicle 0%, 10 µM genistein 100%; Potency, µM (series often up to 46.1 µM), inactives show at the highest dose activation, most hits filed as activators; 1.1% of 380,000 active; further: potency means the concentration at half of the fitted maximal effect; nearly all actives have a fitted effect of over 80% in size; some results filed as inactive show a strong effect at the top dose
#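 Luminescence from a BRCA1-driven firefly luciferase in MCF7 cells was read after 48 h compound exposure at 37 C. Data normalized against DMSO and a 10microM genistein activation control, then curve-fitted across the titration.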
# An asterisk follows results filed as active; ? = inconclusive; . = not tested or not shown; & = joins results of further samples; [ ] = dose if it differs, or a comment. Unless noted, the call rests on the fitted dose curve; in most records, active means well fitted curve in the direction sought with a large enough effect; inconclusive means small, poorly fitted or top-dose-only effect, or another doubt; inactive means no such curve, though single readings can be large; an effect the other way counts as inactive or inconclusive. Not all compounds are listed (hit frequency here may not be typical).
item	mol	p53 reactivation	Tb PFK inh	NPC1 prom act	FLuc modulator	ELG1 repair inh	TRPV1 ag	ELG1 genotox	Gal4-VP16 FLuc	RORgamma inh	Rab9 prom act	BRCA1 expr act
1	COc1ccc(OCCOc2cccc(C=C3C(=O)NC(=O)NC3=O)c2)cc1	.	1.4%	0.316µM*	8.49µM*	?	3.9	0.9%	?	?	0.112µM*	.
2	O=C(Nc1ccccc1[N+](=O)[O-])c1ccc(S(=O)(=O)N2CCCC2)cc1	2.2%	-1.8%	1.7%	2.0%	-0.5%	11.3	-7.6%	5.7%	?	4.0%	2.4%
3	CN1CCN(Cc2ccc(OC(F)(F)F)cc2)CC1	0.4%	-2.5%	1.8%	-2.0%	-3.4%	-3.9	-1.1%	10.9%	2.8%	-0.2%	3.6%
4	COc1ccc(NP(=O)(Oc2cccc(C)c2)Oc2cccc(C)c2)cc1OC	-1.2%	-11.3%	-4.2%	-2.8%	?	21.6	-3.6%	-5.8%	-6.9%	-0.7%	-36.5%
5	C=CC1CN2CCC1CC2[C@@H](OC(=O)c1ccc(OC)cc1)c1ccnc2ccccc12 (stereo not given in full)	-5.3%	4.4%	-3.3%	5.0%	-4.2%	15.5	-0.8%	-1.9%	14.2%	2.0%	-33.7%
6	Cc1ccc(OCC(=O)Nc2ccc(Cl)cc2C(=O)c2ccccc2)cc1	-6.2%	0.0%	-2.7%	-5.6%&-0.5%	?	3.1	-1.8%	-12.3%	-3.1%	-1.5%	-19.3%
7	CN1C(=O)CC(c2ccccc2)Nc2ccccc21 (stereo not given)	-4.8%	-0.5%	-1.2%	-0.7%	?	1.0	?	8.0%	-35.4%	2.9%	-25.6%
8	CCOc1ccc(Br)c(C2(O)CC(C)N(C)CC2C)c1 (stereo not given)	?	-0.7%	-2.0%	2.6%	-1.6%	16.4	0.4%	1.5%	-1.2%	-5.5%	-8.3%
9	Cc1cccc(-n2c(C)nc3ccc(Cl)cc3c2=O)c1	-37.2%[inhibitor]	3.0%	-1.8%	13.5%	-21.3%	2.6	-3.5%	-4.5%	27.6%	10.8%	1.3%
10	O=C(NN1C(=O)C2C3C=CC(C4CC34)C2C1=O)c1cccc(Cl)c1 (stereo not given)	-1.1%	1.1%	-2.5%	-15.9%	6.1%	7.7	-0.4%	-25.1%	?	2.0%	-7.5%
11	C[C@]12CCC3C(CC[C@H]4C[C@H](O)CC[C@]34C)C1C[C@H](O)[C@@H]2O (stereo not given in full)	-10.8%	-1.0%	.	.	-22.5%	.	-5.7%	.	.	.	0.4%
12	CC12CCCCC1(O)[N+](=O)C1=C(CCCC1)N2[O-] (stereo not given)	8.9%	-5.5%	-3.5%	1.9%	0.5%	2.4	-5.5%	4.9%	-5.8%	7.7%	9.2%
13	COC(=O)C1=C(c2cccc(OCc3ccccc3)c2)C[C@@H]2CC[C@H]1N2C(=O)NCc1ccccc1OC	-10.0%	-5.3%	-8.7%	-0.4%	-20.1%	-7.1	-8.9%	.	.	-9.1%	-8.4%
14	COc1cccc(C(=O)N2C[C@H]3C[C@@H](C2)c2cccc(=O)n2C3)c1	.	0.5%	-1.0%	2.3%	?	-1.6	0.5%	-6.3%	-18.3%	-2.9%	7.0%
15	CNc1cc(N2CCNCC2)ccc1[N+](=O)[O-]	-0.8%	-3.7%	-0.4%	0.7%	15.1%	-3.9	5.8%	2.6%	-2.1%	-3.2%	-7.7%
16	CN1C(=O)COc2c(C(=O)NC3CN4CCC3CC4)cc(Cl)cc21 (stereo not given)	.	-3.5%	-2.2%	-2.3%	.	-0.7	.	-16.8%&-3.2%	-5.7%[10 µM]	-1.7%	.
17	COCCCNC(=O)c1c(NC(=O)c2ccco2)n(Cc2ccccc2)c2nc3ccccc3nc12	6.8%	-3.2%	-0.9%	0.5%	-10.0%	10.5	-1.6%	5.1%	-11.4%	-3.1%	.
18	COC(=O)CCCC(NC(=S)N1CC2C[C@@H](C1)Cn1c2cccc1=O)C(=O)OC (stereo not given in full)	8.5%	1.4%	2.7%	0.0%	2.7%	-0.3	1.7%	1.1%	-1.2%	-1.4%	10.1%
19	COc1cc(CC2(CCc3ccncc3)C(=O)NC(=O)NC2=O)cc(OC)c1OC	6.1%	2.9%	0.6%	-0.2%	-7.8%	-3.1	-1.2%	5.3%	1.1%	-5.8%	-3.3%
20	Cc1cccc(-n2c(O)c(C=NCCN3CCNCC3)c(=O)[nH]c2=S)c1	-3.0%	7.5%	-0.8%	-0.7%	-1.0%	-1.9	1.5%	0.4%	-7.3%	-0.3%	-0.6%
21	C[C@H]1CCC[C@H](O)CCCCCc2cc(O)cc(O)c2C(=O)O1	-12.5%	0.9%	2.5%	3.4%	7.31µM*	-5.1	-38.5%[inhibitor]	?	?	6.2%	-19.3%
22	O=c1c2ccccc2nc(/C=C/c2ccc(O)cc2)n1-c1cccc(O)c1	-2.5%	-18.3%	-1.6%	4.8%	?	16.1	0.3%	3.4%	-22.3%	-0.4%	5.3%
23	CCC(=NC1CCN(Cc2ccccc2)CC1)c1c(O)[nH]c(=O)[nH]c1=O	?	2.3%	-0.6%	-2.6%	?	0.4	0.0%	-1.7%	-3.4%	-3.0%	-2.8%
24	COc1ccccc1N1CCN(Cc2ccccc2Cl)CC1	6.9%	-3.2%	0.1%	-0.1%	-1.1%	1.7	-1.8%	-5.3%	3.3%	-1.9%	-1.0%
25	O=C(OCC1O[C@@H](OC(=O)c2cc(O)c(O)c(O)c2)[C@@H](OC(=O)c2cc(O)c(O)c(O)c2)[C@@H](OC(=O)c2cc(O)c(O)c(O)c2)[C@@H]1OC(=O)c1cc(O)c(O)c(O)c1)c1cc(O)c(O)c(O)c1 (stereo not given in full)	7.2%	?	-12.4%	-13.1%	-15.4%	2.3	5.9%	0.1%	-29.1%	-6.5%	.
26	COc1ccc2c(c1)[C@@]13CCC=C[C@H]1[C@@H](C2)NCC3	-3.5%	-12.1%	-0.3%	-0.1%	0.4%	0.9	-4.8%	.	.	-3.4%	-13.8%
27	c1ccc(CNCCc2c[nH]c3ccccc23)cc1	.	-8.2%	1.1%	4.1%	-5.5%	5.6	-2.1%	-4.4%	-8.7%	-0.1%	-8.1%
28	CCCCCCOc1ccc(CN2CCN(CCO)CC2)cc1	?	-8.8%	2.24µM*	19µM*	?	9.2	8.2µM*	15.3%	4.0%	3.98µM*	-55.6%
29	C[C@H](O)[C@H]1CC[C@H]2[C@@H]3CCC4=CC(=O)CC[C@]4(C)[C@H]3CC[C@]12C	2.6%	5.0%	-2.1%	-4.6%	?	4.9	3.1%	-12.0%	32.1%	0.1%	-3.5%
30	O=c1[nH]c(O)c(N=Nc2cc([N+](=O)[O-])ccc2O)c(=O)[nH]1	2.8%	-7.6%	-6.6%	-13.3%	-3.2%	1.8	0.0%	-4.5%	-15.7%	-1.5%	-18.0%
31	CN1CCN(c2nc(N)c(Br)c(Cl)n2)CC1	3.4%	-4.6%	-0.7%	4.1%	-1.8%	-2.1	1.8%	3.2%	1.9%	-0.9%	-0.3%
32	COc1ccc2c(c1OC)CN1CCc3cc4c(cc3[C@@H]1[C@@H]2O)OCO4	8.0%	5.7%	-1.7%	?	14.3%	-0.4	2.7%	5.1%	15.9%	-4.0%	4.6%
33	COc1ccc(C(O)P(=O)(OC(C)C)OC(C)C)cc1 (stereo not given)	-1.7%	-1.5%	-1.1%	8.9%	-8.8%	1.2	-2.8%	-2.4%	3.6%	1.2%	-10.5%
34	NC(=O)CN1CCCC1=O	0.7%	-4.1%	3.9%[46.1 µM]	2.1%	?	0.7	1.4%	5.3%	23.7%	-2.8%[46.1 µM]	15.1%
